Source: PubChem (Sanford-Burnham Center for Chemical Genomics)
XBP1 UPR activ = adaptive UPR (XBP1) activation | CHO-XBP1 luciferase reporter, IRE1-XBP1 UPR activation, luminescence; percent of tunicamycin response, DMSO as zero | activation, % at 20 µM | hit rate 0.33% among 330,000;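 active = versus positive control, 20 µM dose yields 30% or more activation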;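 also: 100% = tunicamycin at 10 µg/mL and 0% = DMSO only wells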
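Material: IRE1-XBP1 luciferase reporter CHO line / Quantity: one thousand reporter cells per well / Buffer or medium: F12 with 10% serum / Compound: 20 µM single concentration, DMSO 1% / Times: 6 h treatment, 37 °C / Detection: Steady-Glo luciferase glow luminescence, 10 min after reagent addition / Benchmarks: tunicamycin high, DMSO low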
TIM10 inh = inhibits growth of TIM10 yeast strain | S. cerevisiae TIM10 strain growth, BacTiter-Glo luminescence, 24 h | hit rate 1.4% among 330,000 | inhibition, % at 10 µM | AID 463195;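 active = inhibition of 40% or more at the single tested concentration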;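 also: wild-type TIM10 isogenic control strain grown at permissive 25 °C; 0% = DMSO yeast wells and 100% = minimal medium wells without yeast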
Mdm2-MdmX inh = human Mdm2/MdmX binding inhibition; O15151+Q00987; SaOS-2 split-luciferase Mdm2/MdmX complementation, luminescence; inhibition, % at 8 µM; hit rate 3% among 330,000; AID 485346;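 active = inhibition of at least 50% at 8 µM in the primary screen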
Target sequence (O15151 whole entry, looked up): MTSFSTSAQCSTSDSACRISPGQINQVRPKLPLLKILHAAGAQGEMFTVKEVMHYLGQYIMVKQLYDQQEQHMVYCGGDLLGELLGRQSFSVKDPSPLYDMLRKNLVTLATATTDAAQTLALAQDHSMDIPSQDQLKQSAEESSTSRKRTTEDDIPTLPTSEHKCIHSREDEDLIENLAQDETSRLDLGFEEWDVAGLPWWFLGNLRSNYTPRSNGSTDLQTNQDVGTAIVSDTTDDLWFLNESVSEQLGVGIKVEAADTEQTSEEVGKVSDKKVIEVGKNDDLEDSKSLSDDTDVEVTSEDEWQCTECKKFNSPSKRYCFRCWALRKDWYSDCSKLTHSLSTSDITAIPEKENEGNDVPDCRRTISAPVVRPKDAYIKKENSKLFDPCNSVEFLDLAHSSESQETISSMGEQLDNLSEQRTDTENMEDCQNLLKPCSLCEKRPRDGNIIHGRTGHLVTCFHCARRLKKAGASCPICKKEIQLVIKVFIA
Target sequence (Q00987 whole entry, looked up): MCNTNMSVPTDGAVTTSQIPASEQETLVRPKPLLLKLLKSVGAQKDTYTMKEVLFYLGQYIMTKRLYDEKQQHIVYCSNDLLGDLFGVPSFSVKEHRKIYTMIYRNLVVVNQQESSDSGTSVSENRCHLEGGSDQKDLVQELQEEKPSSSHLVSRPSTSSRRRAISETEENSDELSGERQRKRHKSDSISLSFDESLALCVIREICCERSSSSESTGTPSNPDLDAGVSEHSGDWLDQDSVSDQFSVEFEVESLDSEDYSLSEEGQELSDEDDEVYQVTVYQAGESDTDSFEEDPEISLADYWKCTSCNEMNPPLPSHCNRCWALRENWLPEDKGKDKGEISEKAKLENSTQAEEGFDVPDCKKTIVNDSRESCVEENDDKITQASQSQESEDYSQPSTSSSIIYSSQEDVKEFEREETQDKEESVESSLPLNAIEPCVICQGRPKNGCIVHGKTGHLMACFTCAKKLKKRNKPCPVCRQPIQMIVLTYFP
APJ antagonist = blocks the human apelin receptor APJ; CHO-K1 APJ beta-arrestin complementation, luminescence; inhibition, % at 20 µM; AID 2521; P35414; hit rate 0.32% among 330,000;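 active = inhibition above about 40% at 20 µM, limit read from the data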;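 also: cells challenged with 10 nM apelin-13 agonist together with compound; plate controls were apelin-13 plus DMSO wells for no effect and DMSO wells lacking apelin-13 for full effect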
tim10-1 inh = growth inhibitors of tim10-1 mutant yeast; inhibition, % at 20 µM; AID 463190; hit rate 2.2% among 330,000; S. cerevisiae tim10-1 ts strain growth, BacTiter-Glo, 24 h;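 active = inhibition of at least 40%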;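 also: mutant grown at 25 °C; 0% = DMSO wells with yeast and 100% = wells holding no yeast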
UPR CHOP act = activators of apoptotic arm of unfolded protein response (CHOP); hit rate 0.34% among 330,000; activation, % at 10 µM; AID 449763; CHO-CHOP luciferase reporter, UPR activation, luminescence; percent of tunicamycin response over DMSO baseline;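 active = at 10 µM dose, activation of 40% or more, normalized to positive control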;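 also: 100% = tunicamycin at 10 µg/mL and 0% = DMSO alone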
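Test system: CHO-CHOP cells, stable luciferase reporter of PERK-eIF2a-CHOP signalling | Quantity: 500 CHO-CHOP cells per well | Buffer or medium: F12 plus 10% serum | Compound dosing: 10 µM single point, 0.5% DMSO | Schedule: 6 h compound treatment, 37 °C | Signal: Luciferase luminescence | Control set: Tunicamycin high control, DMSO low control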
tim23-1 inh = tim23-1 yeast growth inhibition; S. cerevisiae tim23-1 growth, BacTiter-Glo luminescence, 24 h; inhibition, % at 20 µM; hit rate 1.3% among 330,000;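 active = growth inhibition of the mutant yeast at or above 50%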;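 also: temperature-sensitive mutant grown at 25 °C; plate controls were DMSO-treated mutant yeast for no effect and medium wells lacking yeast for full effect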
CXCR6 block = CXCR6 (human) receptor inhibition; inhibition, % at 20 µM; CHO-K1 PathHunter CXCR6 beta-arrestin, luminescence; AID 602244; O00574; hit rate 0.36% among 360,000; in the data active = inhibition above about 34%, passing the limit was not always enough;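 also: antagonist mode with CXCL16 agonist at 10 nM final; 0% = 10 nM CXCL16 with DMSO and 100% = unstimulated wells without agonist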
APJ ag = activates the human apelin receptor APJ; CHO-K1 APJ PathHunter beta-arrestin, luminescence; 0% DMSO wells, 100% apelin; hit rate 0.11% among 330,000; activation, % at 20 µM; AID 2520; P35414;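 active = activation more than six SD over the plate average, tested at 20 µM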;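 also: 0% = DMSO alone and 100% = apelin-13 at 10 nM; some results filed as inactive read as strong as hits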
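Assay system: engineered CHO-K1 APJ arrestin reporter cells; Amount: 1000 CHO-K1 reporter cells seeded per well; Dosing: one dose, 20 µM compound, 1% DMSO; Times: compound stimulation 90 min at 25 °C, detection 60 min; Measured by: luminescent beta-gal fragment complementation, chemiluminescent substrate; Read-out: APJ–arrestin association signal; Controls: DMSO vs Apelin-13 10 nM.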
An asterisk follows results filed as active; / = not tested or not shown. Some of the compounds tested, so the mix of outcomes need not match the whole.

Keys: A = XBP1 UPR activ; B = TIM10 inh; C = Mdm2-MdmX inh; D = APJ antagonist; E = tim10-1 inh; F = UPR CHOP act; G = tim23-1 inh; H = CXCR6 block; I = APJ ag
1: COc1ccc(N2C(=O)C3CCCN3C2c2ccccc2)cc1 (stereo not given)
  A: -4 | B: -10 | C: -9 | D: 8 | E: -3 | F: -0.3 | G: 7 | H: 2 | I: -3

2: O=C(CCCCn1c(=O)c2ccccc2n(Cc2ccccc2)c1=O)NC1CCN(Cc2ccccc2)CC1
  A: -1 | B: 4 | C: 45 | D: 9 | E: 2 | F: -0.9 | G: 15 | H: 17 | I: 4

3: O=C(CN(C(=O)CNC(=O)c1cccs1)c1ccccc1)NC1CCCCC1
  A: 4 | B: 2 | C: -5 | D: 12 | E: 9 | F: -1.3 | G: 4 | H: -1 | I: -2

4: Cc1ccc(SCCNC(=O)/C=C/c2cccc([N+](=O)[O-])c2)cc1
  A: -1 | B: 34 | C: 6 | D: -13 | E: 18 | F: 3.3 | G: 37 | H: -2 | I: -2

5: CC1CN(C(=O)c2ccc([N+](=O)[O-])s2)CC(C)O1 (stereo not given)
  A: -2 | B: 7 | C: 26 | D: 9 | E: 17 | F: 1.2 | G: 14 | H: -13 | I: 5

6: COc1ccc(N2C(=O)CC(N(C)CCc3ccc(OC)c(OC)c3)C2=O)cc1 (stereo not given)
  A: 2 | B: 27 | C: -1 | D: -1 | E: 32 | F: 0.1 | G: 25 | H: -4 | I: -1

7: Cc1cc(C)nc(N2CCCC(CCC(=O)NCc3ccc(F)c(F)c3)C2)n1 (stereo not given)
  A: -1 | B: 16 | C: 21 | D: -9 | E: 12 | F: -1.0 | G: 12 | H: -5 | I: -2

8: CCN(CC)S(=O)(=O)c1ccc2oc(C(=O)NCCCN3CCOCC3)c(C)c2c1
  A: -4 | B: 1 | C: -8 | D: -3 | E: -9 | F: 0.7 | G: -6 | H: -3 | I: 4

9: CCN(CC)CCCNC(=O)c1c(O)c2cc(F)cc3c2n(c1=O)C(C)CC3 (stereo not given)
  A: -2 | B: 10 | C: 3 | D: 15 | E: 12 | F: 1.3 | G: 9 | H: 7 | I: -1

10: CC(=O)OCC(OC(C)=O)C(OC(C)=O)C(OC(C)=O)C(=O)Nc1ccc(C)cc1 (stereo not given)
  A: -1 | B: 9 | C: 2 | D: -10 | E: 3 | F: -1.4 | G: 0 | H: -4 | I: 0

11: C=CCSC1=N/C(=C\c2sccc2C)C(=O)S1
  A: 2 | B: -7 | C: 6 | D: 22 | E: 12 | F: -1.9 | G: 22 | H: 2 | I: -2

12: COc1ccc(S(=O)(=O)N2CCC(C(=O)NCCC3=CCCCC3)CC2)cc1C
  A: -4 | B: 26 | C: 27 | D: -28 | E: 33 | F: -1.2 | G: 38 | H: 3 | I: -5

13: CC(=O)c1ccccc1NC(=O)COC(=O)/C=C/c1ccc(OC(F)F)cc1
  A: 3 | B: 9 | C: 33 | D: -7 | E: 13 | F: 0.0 | G: 16 | H: 3 | I: 17

14: O=C(O)c1cc(-c2ccc(Cl)c(Cl)c2)n(-c2ccc(F)cc2)n1
  A: 2 | B: 12 | C: -4 | D: 3 | E: 0 | F: 0.1 | G: 21 | H: -6 | I: -4

15: CCN(CC)C(=O)CSc1nsc(SCC(=O)N(CC)CC)c1C#N
  A: -3 | B: -2 | C: -3 | D: 13 | E: 1 | F: -1.3 | G: 0 | H: 2 | I: -4

16: COc1ccc(-n2c(CN3CCN(Cc4ccccc4)CC3)nc3ccc([N+](=O)[O-])cc3c2=O)c(OC)c1
  A: -1 | B: 8 | C: -5 | D: -8 | E: 12 | F: 0.3 | G: 3 | H: 14 | I: 3

17: Cn1c(-c2ccc(Cl)cc2)ccc(C#N)c1=O
  A: 3 | B: 7 | C: -9 | D: -3 | E: 13 | F: 0.0 | G: 23 | H: 2 | I: -1

18: CC(NCc1ccccc1O)C12CC3CC(CC(C3)C1)C2 (stereo not given)
  A: 2 | B: -26 | C: 14 | D: 10 | E: -119 | F: -1.8 | G: -30 | H: -8 | I: -2

19: COc1cccc(OC)c1C(=O)NC(=S)Nc1ccc2oc(=O)ccc2c1
  A: -3 | B: 0 | C: -2 | D: 9 | E: -3 | F: 1.4 | G: 3 | H: 6 | I: -2

20: COc1ccccc1NC(=O)COc1ccc(Br)cc1CO
  A: 1 | B: -4 | C: 7 | D: 2 | E: 10 | F: 1.0 | G: 0 | H: -6 | I: -3

21: O=C(OCC(=O)N1CCN(c2ccccc2)CC1)c1cnc(Cl)c(Cl)c1
  A: -3 | B: -4 | C: 16 | D: 0 | E: 21 | F: -0.5 | G: 14 | H: / | I: -2

22: CCCCn1c(N)c(N(CCC(C)C)C(=O)c2ccccc2C)c(=O)[nH]c1=O
  A: 1 | B: -11 | C: -20 | D: -3 | E: 3 | F: 0.8 | G: 19 | H: -1 | I: 0

23: COc1cccc(OC)c1CNC(=O)CCSCc1ccccc1F
  A: 0 | B: -24 | C: -4 | D: 8 | E: -8 | F: -0.4 | G: 10 | H: 4 | I: 0

24: O=C(Nc1ccc(OC(F)(F)F)cc1)c1ccc(-n2cncn2)nc1
  A: 0 | B: 12 | C: 9 | D: -4 | E: 21 | F: -0.7 | G: 17 | H: -10 | I: 0

25: Nc1nonc1C(=O)N/N=C/c1ccc(-c2ccc(Cl)c(C(=O)O)c2)o1
  A: 5 | B: 10 | C: 17 | D: 9 | E: 12 | F: 4.5 | G: -7 | H: -1 | I: 0

26: O=C1OCCN/C1=C\C(=O)c1ccc(Cl)cc1
  A: -1 | B: -6 | C: 16 | D: 11 | E: -5 | F: 2.9 | G: -15 | H: 3 | I: -3

10 entries from above, with one line to a screen.
17. Cn1c(-c2ccc(Cl)cc2)ccc(C#N)c1=O
18. CC(NCc1ccccc1O)C12CC3CC(CC(C3)C1)C2 (stereo not given)
19. COc1cccc(OC)c1C(=O)NC(=S)Nc1ccc2oc(=O)ccc2c1
20. COc1ccccc1NC(=O)COc1ccc(Br)cc1CO
21. O=C(OCC(=O)N1CCN(c2ccccc2)CC1)c1cnc(Cl)c(Cl)c1
22. CCCCn1c(N)c(N(CCC(C)C)C(=O)c2ccccc2C)c(=O)[nH]c1=O
23. COc1cccc(OC)c1CNC(=O)CCSCc1ccccc1F
24. O=C(Nc1ccc(OC(F)(F)F)cc1)c1ccc(-n2cncn2)nc1

Assay by compound | 17 | 18 | 19 | 20 | 21 | 22 | 23 | 24
XBP1 UPR activ | 3 | 2 | -3 | 1 | -3 | 1 | 0 | 0
TIM10 inh | 7 | -26 | 0 | -4 | -4 | -11 | -24 | 12
Mdm2-MdmX inh | -9 | 14 | -2 | 7 | 16 | -20 | -4 | 9
APJ antagonist | -3 | 10 | 9 | 2 | 0 | -3 | 8 | -4
tim10-1 inh | 13 | -119 | -3 | 10 | 21 | 3 | -8 | 21
UPR CHOP act | 0.0 | -1.8 | 1.4 | 1.0 | -0.5 | 0.8 | -0.4 | -0.7
tim23-1 inh | 23 | -30 | 3 | 0 | 14 | 19 | 10 | 17
CXCR6 block | 2 | -8 | 6 | -6 | / | -1 | 4 | -10
APJ ag | -1 | -2 | -2 | -3 | -2 | 0 | 0 | 0

25. Nc1nonc1C(=O)N/N=C/c1ccc(-c2ccc(Cl)c(C(=O)O)c2)o1
26. O=C1OCCN/C1=C\C(=O)c1ccc(Cl)cc1

Assay by compound | 25 | 26
XBP1 UPR activ | 5 | -1
TIM10 inh | 10 | -6
Mdm2-MdmX inh | 17 | 16
APJ antagonist | 9 | 11
tim10-1 inh | 12 | -5
UPR CHOP act | 4.5 | 2.9
tim23-1 inh | -7 | -15
CXCR6 block | -1 | 3
APJ ag | 0 | -3
